# Source: PubChem BioAssay (several laboratories)
# HGIII-sPLA2 inh: Blocks human group III sPLA2 activity | QFRET BODIPY PC-A2 liposome hydrolysis, fluorescence | Q9NZ20 | inhibition, % at 12.2 µM | 370,000 tested, 0.56% active;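 active means inhibition above mean plus 3 SD of compounds lying within the high and low control bounds, cut at about 19% in these data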;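 further: 0% = median of test compound wells and 100% = no enzyme DMSO wells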
# proKLK7 act: activates the human kallikrein-7 zymogen; P49862; activation, % at 7 µM; purified proKLK7, EDANS-DABCYL substrate fluorescence; 100% is mature enzyme control, 0% vehicle; AID 652039; 370,000 tested, 0.9% active;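 active means activation above the mean of all tested compounds plus 3 SD, computed per campaign excluding outliers beyond control limits, cut at about 13% in these data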
# GC-A act: GC-A (human) enzyme activation | HEK293 GC-A cells, cGMP TR-FRET, EC30 ANP; 0% at EC30 ANP, 100% saturating ANP | activation, % at 10 µM | 370,000 tested, 0.14% active | AID 1671463; in the data active means activation above about 40%
# Target sequence (P16066 whole entry, looked up): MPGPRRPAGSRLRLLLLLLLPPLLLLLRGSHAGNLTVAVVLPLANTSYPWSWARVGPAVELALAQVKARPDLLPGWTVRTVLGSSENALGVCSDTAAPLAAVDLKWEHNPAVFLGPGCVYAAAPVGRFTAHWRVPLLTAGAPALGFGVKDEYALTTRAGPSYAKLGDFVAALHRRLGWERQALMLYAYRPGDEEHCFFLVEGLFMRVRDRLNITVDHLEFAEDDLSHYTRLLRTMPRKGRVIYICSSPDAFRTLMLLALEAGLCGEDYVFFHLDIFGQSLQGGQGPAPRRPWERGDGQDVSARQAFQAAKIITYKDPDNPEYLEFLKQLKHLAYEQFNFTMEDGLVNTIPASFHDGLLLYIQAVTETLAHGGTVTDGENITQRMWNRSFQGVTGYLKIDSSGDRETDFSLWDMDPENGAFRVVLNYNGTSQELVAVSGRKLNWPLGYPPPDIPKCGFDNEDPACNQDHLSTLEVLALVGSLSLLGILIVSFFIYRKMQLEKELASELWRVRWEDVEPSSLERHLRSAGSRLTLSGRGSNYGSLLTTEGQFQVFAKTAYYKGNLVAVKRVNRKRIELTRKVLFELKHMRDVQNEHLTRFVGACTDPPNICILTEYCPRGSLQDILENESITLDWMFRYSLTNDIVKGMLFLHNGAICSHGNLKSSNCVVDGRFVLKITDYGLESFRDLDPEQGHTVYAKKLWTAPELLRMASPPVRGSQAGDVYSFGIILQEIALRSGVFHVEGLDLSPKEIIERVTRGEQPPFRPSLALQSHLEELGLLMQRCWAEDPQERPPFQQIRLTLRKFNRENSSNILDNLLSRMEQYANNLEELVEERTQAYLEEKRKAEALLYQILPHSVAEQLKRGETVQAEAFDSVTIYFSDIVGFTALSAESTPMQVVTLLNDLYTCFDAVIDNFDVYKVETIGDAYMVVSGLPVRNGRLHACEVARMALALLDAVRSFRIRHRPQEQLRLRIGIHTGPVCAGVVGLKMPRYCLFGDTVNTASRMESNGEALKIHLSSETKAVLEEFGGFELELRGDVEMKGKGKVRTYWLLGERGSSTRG
# DAX1 inh-1: inhibits human nuclear receptor DAX1; P51843; HEK293 Gal4-DAX1 luciferase reporter, luminescence; inhibition, % at 6.75 µM; 340,000 tested, 0.99% active; AID 504766;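 active means inhibition above the mean over all tested compounds plus 3 SD, cut at about 4.2% in these data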;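 further: 0% = DAX1-transfected cells with DMSO and 100% = empty-vector control cells with DMSO; inhibition shows as a rise in luminescence from relieved DAX1 repression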
# hgDAF12 agonist: activates the H. glycines DAF-12 receptor ligand-binding domain; activation, % at 6.8 µM; HEK293 GAL4-hgDAF12 UAS-luciferase reporter, agonist luminescence; normalized to butyrate control; 370,000 tested, 1.8% active;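 active means activation above a cutoff set at the mean of all screened compounds plus 3 SD, cut at about 10% in these data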;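 further: 0% = DMSO wells and 100% = sodium butyrate wells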
# ssDAF-12 act: activators of S. stercoralis DAF-12 nuclear receptor. HEK293 ssDAF-12/GRIP1 lit1-tk-luc reporter, luminescence; % of 3 µM dafachronic acid response. activation, % at 6.8 µM. 370,000 tested, 1% active. AID 652126;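 active means activation above the mean over all tested compounds plus 3 SD, cut at about 0.9% in these data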;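 further: 0% = DMSO-only wells and 100% = 3 µM delta7-dafachronic acid wells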
# hcDAF12 agonist: activators of H. contortus DAF-12 nuclear receptor; HEK293 hcDAF-12 lit1-tk-luc reporter, luminescence; 0% DMSO, 100% Δ7-dafachronic acid; activation, % at 6.8 µM; 370,000 tested, 1.4% active; AID 652067;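 active means activation above the mean of all tested compounds plus 3 SD, cut at about 5.5% in these data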;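 further: 100% = response to 3 µM Δ7-dafachronic acid high control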
# DAX1 inh-2: inhibitors of DAX1 repression of SF-1 activated StAR promoter; HEK293T StAR-luciferase reporter, SF-1/DAX-1 repression relief; inhibition, % at 6.8 µM; 370,000 tested, 1.1% active; AID 652010;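 active means inhibition above the mean over all tested compounds plus 3 SD, cut at about 3.6% in these data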;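 further: 0% = DAX-1 cells with DMSO and 100% = cells lacking DAX-1 with DMSO; higher inhibition means more luminescence from relief of DAX-1 repression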
# SMARCA2 activ: increases SMARCA2 function in MMTV reporter cells. MG213 cells, MMTV-luciferase reporter, dexamethasone, overnight. 370,000 tested, 1% active. activation, % at 9.1 µM; in the data active means activation above about 7.8%;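 further: 0% = vehicle wells and 100% = reference activator wells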
# GAA850 FXN act: frataxin GAA850 promoter activation | HEK293 lucGAA850 FXN promoter luciferase reporter, 24 h; percent of 10 µM SAHA response | activation, % at 6 µM | 360,000 tested, 0.56% active | AID 540364;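 active means activation above the average of all compounds screened plus 3 SD, cutoff fixed separately per campaign, cut at about 7.5% in these data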;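 further: 0% = DMSO wells and 100% = 10 µM SAHA wells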
# NPR2 activator: GC-B (human) receptor activation; AID 1920062; activation, % at 10 µM; HEK293-GC-B cells, CNP EC30, cGMP TR-FRET; 0% at EC30 CNP, 100% saturating CNP; 370,000 tested, 0.11% active; P20594;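 active means activation at 10 µM reaching about 35% in either raw or pattern-adjusted values, limit read from the data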
# * hit, by the source's call; . = not tested or not shown. No enrichment for hits, and some 6.7% of all compounds hit somewhere here.
SMILES,HGIII-sPLA2 inh,proKLK7 act,GC-A act,DAX1 inh-1,hgDAF12 agonist,ssDAF-12 act,hcDAF12 agonist,DAX1 inh-2,SMARCA2 activ,GAA850 FXN act,NPR2 activator
CN(C)C(=O)Cn1c(SCC(=O)Nc2ccc3c(c2)OCO3)nc2ccccc21,3.3,-0.1,3.2,1.4,0.1,-0.8,-1.5,0.1,-0.6,-3.2,-8.1
Cc1cccc(CN2CCC(C(=O)Nc3ccc(Oc4cccnc4)cc3)CC2)c1,-8.6,-0.3,-3.8,-0.1,-1.7,-1.3,-0.8,-1.0,-2.3,-1.1,-1.1
COc1ccc(OC)c(NC(=O)c2cc(OC(C)=O)cc(C(=O)Nc3cc(OC)ccc3OC)c2)c1,-23.6,-7.6,1.5,-4.5,-6.8,-2.5,-4.7,-1.9,-3.4,-3.0,6.9
CC(C)C(=O)N1CCC(CN=Cc2c(O)n(C3CCCCC3)c(=O)n(C3CCCCC3)c2=O)CC1,-3.6,0.2,-7.0,-0.7,-1.0,-1.3,-3.1,-0.8,-0.6,1.2,1.6
Cc1cccc(C)c1NC(=O)COC(=O)CSc1nnc(N)s1,-3.6,0.5,-3.5,0.7,-1.2,-1.1,-0.9,0.4,-0.1,1.9,4.6
CC(=O)C(Cc1ccccc1)NC(=O)CN1CCc2ccccc2C1 (stereo unspecified),-1.0,0.3,-2.1,1.0,0.1,-1.1,1.2,-0.4,-4.0,1.4,0.5
Nc1cccc(S(=O)(=O)N2CCCN(S(=O)(=O)c3ccc4c(c3)OCCO4)CC2)c1,-2.3,.,-0.1,.,2.4,-1.7,-1.4,.,.,.,2.4
COc1cc2[nH]c(=O)n(CCC(=O)N3CCN(c4cccc(C)c4C)CC3)c(=O)c2cc1OC,2.9,0.0,-7.2,0.3,2.2,-0.3,-0.1,-0.6,-3.9,2.7,-10.0
CC(=O)N1CCN(c2ccc(N)cc2)CC1,9.8,0.0,-5.2,-0.7,-2.0,-1.2,-2.1,-0.6,-1.1,1.0,-11.2
O=C(c1ccccc1F)N(Cc1nc2ccccc2c(=O)[nH]1)C1CCCC1,-3.9,0.5,-4.3,-1.1,0.1,-2.1,-1.8,-0.4,-3.0,-2.5,-1.1
CCCCN(C(=O)c1c(-c2ccccc2)noc1C)c1c(N)n(CCC)c(=O)[nH]c1=O,4.8,-0.1,-0.2,0.2,-1.2,-1.0,-1.0,1.6,-1.2,1.1,1.5
COc1ccc(CN(CC(=O)NCc2ccc(F)cc2)C(=O)c2csnn2)cc1,-1.0,-0.3,-1.0,1.0,-0.1,-0.8,0.8,-0.2,-2.2,-0.2,1.9
Cc1ccc(S(=O)(=O)c2nc(S(C)(=O)=O)sc2N2CCCC2)cc1,3.3,-0.7,0.2,-0.3,-1.0,-1.0,2.0,0.7,-2.6,-0.6,4.2
O=C(NC1CCCCC1NC(=O)c1cccs1)c1cccs1 (stereo unspecified),2.8,-0.2,-0.2,0.4,-1.1,-1.6,1.2,0.0,-3.1,-2.9,-8.7
O=C(O)CC(C(=O)O)C(=Cc1ccccc1)c1ccccc1 (stereo unspecified),-6.9,0.4,10.4,0.4,1.8,-1.4,1.1,-0.3,-3.9,-0.8,1.7
Cc1ccc(CNC(=O)Cn2cncn2)cc1,-4.0,-0.4,0.8,0.2,-1.3,-0.9,0.6,-0.1,-4.3,0.3,3.6
O=C1[C@H](c2ccccc2)[C@@H](c2ccccc2)N1c1ccncc1,-0.8,-0.2,-25.6,-0.8,1.2,-0.9,-2.3,0.4,-1.8,-1.1,-13.7
CCSCc1nnc(SCC(=O)Nc2cccc(SC)c2)n1C,6.6,0.5,2.1,-0.5,-1.0,-1.3,-1.9,0.8,0.2,-0.3,2.5
Cc1c(C(=O)N2CCCC2)oc2c1-c1nn(CC(=O)NCCCOC(C)C)cc1CC2,-3.4,2.7,6.5,0.4,0.8,-1.1,0.3,-0.4,-0.8,2.8,3.7
CCOc1ccc(C(=O)NCC(=O)Nc2ccc(N3CCOCC3)cc2)cc1OCC,13.8,0.0,-4.4,1.5,2.1,-0.6,-0.8,0.0,-2.3,3.1,1.0
Cc1nc(-c2ccccc2)nc2[nH]c(C(C)C)cc(=O)c12,1.1,-0.5,2.4,-0.4,0.3,0.7,0.3,0.0,-1.6,-1.5,0.2
COC(=O)[C@H]1C[C@H]1[C@@H](NC(=O)c1ccc[nH]1)c1ccccc1,8.6,-0.2,4.8,0.6,1.6,-1.5,-1.5,0.1,-1.0,-0.4,7.3
COc1ccccc1CNC(=O)COC(=O)C1CC1,1.8,-0.6,0.4,-0.3,-1.0,-1.5,0.7,-1.0,-1.1,2.9,5.5
CCOCCCNC(=O)C1(O)c2ccccc2NC(=O)N1c1ccc(C)c(C)c1 (stereo unspecified),-4.8,-1.0,-0.1,0.5,-1.5,-1.2,-0.4,0.2,-4.1,-0.3,3.6
COc1ccc(C(=O)Cc2nnc(C)s2)c(OC)c1,4.2,-0.1,0.0,0.0,0.3,-1.0,1.9,0.2,3.0,4.8,3.7

# Going on with the list.
SMILES,HGIII-sPLA2 inh,proKLK7 act,GC-A act,DAX1 inh-1,hgDAF12 agonist,ssDAF-12 act,hcDAF12 agonist,DAX1 inh-2,SMARCA2 activ,GAA850 FXN act,NPR2 activator
O=C(CN1C(=O)C2C3CCC(C3)C2C1=O)OCC(=O)c1ccccc1 (stereo unspecified),-1.5,-0.1,1.0,0.2,-0.5,-0.7,-0.4,2.2,2.1,1.0,1.0
O=C(CS(=O)(=O)c1cn(CC(=O)N2CCCC2)c2ccccc12)Nc1ccccc1,6.1,0.0,-0.2,-0.4,0.6,-1.3,-1.3,0.9,-0.5,-0.8,-1.2
Nc1c(C(=O)Nc2ccc3c(c2)OCCO3)nnn1Cc1ccc(F)cc1,-11.6,-0.4,-1.9,-0.1,8.8,0.0,2.5,4.2*,3.7,2.5,-4.0
Cc1cc(NC(=O)CN2C(=O)NC3(CCC(C)CC3)C2=O)no1 (stereo unspecified),4.5,-0.9,0.9,1.3,-0.9,-1.4,0.8,0.3,-2.7,0.6,0.6
Nc1nccc(/C=C/c2c(F)cccc2Cl)n1,5.1,3.9,0.2,-0.8,9.9,-1.2,1.0,0.4,2.9,4.1,-0.8
Cc1c(/C(O)=C2/C(=O)C(=O)N(CCN3CCOCC3)C2c2ccccn2)cnn1-c1ccccc1 (stereo unspecified),-4.0,-0.3,2.1,.,-21.2,-3.4,-7.8,-3.4,-11.9,-15.3,7.0
CCOc1ccc(C(=O)Cn2cnnc2C#N)cc1,-58.8,0.3,3.4,0.8,2.4,-1.0,-2.9,-0.2,0.3,1.4,-0.5
COc1cc(/C=C2\C(C)=C(C#N)c3nc(N)c(C#N)c(C)c32)ccc1OCC(=O)O,-8.8,3.0,0.5,0.5,1.5,-0.5,1.1,-0.8,0.2,-0.9,-3.0
CCCCCCN1C[C@@H](n2cc(COC(=O)c3ccccc3)nn2)[C@H](O)C[C@@H]1c1ccc(Cl)cc1,4.3,-0.4,-7.7,1.7,-0.7,-1.3,0.2,-0.2,-2.9,0.6,-7.4
c1ccc(C2Nc3cccc4cccc(c34)N2)cc1,-5.7,-1.0,0.5,3.1,3.5,-0.4,3.2,-0.3,4.9,1.8,4.4
COc1ccc(-c2nnc(NC(=O)C(C)C)o2)cc1,6.8,0.6,-3.6,0.1,3.0,-1.5,0.5,1.3,1.0,0.2,-3.5
Cc1ccc(CNC(=O)Cn2cnc(S(=O)(=O)N3CCCCC3)c2)o1,3.3,0.3,-2.4,1.2,1.1,-1.4,-0.3,-0.1,-0.5,-1.8,4.9
O=C(N1CCCC1)C12CC3CC(C1)CC(C(=O)N1CCCC1)(C3)C2,3.6,-0.5,4.6,0.3,-1.5,-1.7,-0.6,0.5,-2.8,-1.0,0.4
S=c1[nH]nc(CSc2nc3ccccc3s2)n1Cc1ccccc1,-15.6,-0.1,-2.1,-1.6,1.0,0.5,1.2,-0.5,-1.2,1.1,-0.7
O=C(CCNC(=O)c1ccccc1Cl)NCC1CCCO1 (stereo unspecified),7.8,-0.3,1.5,-0.1,2.1,-0.1,3.8,2.3,-1.3,-0.6,-1.1
COc1ccc(C2c3ccsc3CCN2C(C)=O)cc1 (stereo unspecified),-0.4,-0.2,-0.3,-0.7,1.7,-1.1,0.1,-0.8,1.0,0.9,-1.0
N#CC1=C(N)N(c2ccc(Oc3ccccc3)cc2)C(=O)C1,-19.1,-0.1,-0.8,0.1,0.0,-0.7,-1.1,-1.0,1.8,-2.1,3.1
O=C(CSc1nnc(Cc2cccs2)n1C1CCCCC1)N1CCCc2ccccc21,-6.8,0.8,-22.7,-2.2,-4.1,-1.2,-0.7,-1.7,-1.9,-2.9,-18.3
COC(=O)c1cc(S(=O)(=O)N2CCN(c3ccccc3F)CC2)c[nH]1,-11.4,0.2,4.0,-1.1,-2.0,-1.0,-1.4,-0.6,-0.4,0.5,1.3
Cc1noc(C)c1S(=O)(=O)N1CCCc2nc(-c3ccc(Br)cc3)ccc21,9.7,-0.4,1.1,.,1.9,-0.8,-0.8,-0.6,-2.5,.,-2.4
O=c1oc(CCO)cc2ccc(-c3ccc4[nH]ccc4c3)cc12,-18.9,-0.6,-0.8,3.4,8.4,-0.3,3.1,1.4,4.8,0.9,-1.8
O=C(N/C(=C/c1ccc(Cl)cc1)C(=O)N1CCCC1)c1ccccc1,2.4,-0.1,-1.1,-1.8,-1.1,-1.2,-1.9,-0.3,-1.0,0.8,2.3
COc1ccc(C(=O)N2CC(=O)Nc3ccc(C)cc3C2c2ccccc2)cc1 (stereo unspecified),2.9,-0.3,-21.3,1.6,-1.5,-0.4,1.6,0.2,-1.3,1.1,-11.1
Cc1cc(F)ccc1S(=O)(=O)N1CCCOC1CNC(=O)C(=O)NC1CCCC1 (stereo unspecified),-8.0,0.3,0.6,1.5,-0.5,-1.1,-0.2,1.4,-0.5,1.7,2.7
O=C(CN1C(=O)C2CC=CCC2C1=O)Nc1ccccc1N1CCCC1 (stereo unspecified),9.0,-0.1,-2.3,0.0,3.5,-1.4,0.1,-0.7,-1.4,-1.4,-0.6
CCOc1ccc(N2C(=O)CSC23CCCCC3)cc1,-2.3,-0.3,2.5,-0.5,2.9,-1.2,-0.9,-0.8,-0.8,0.1,2.8
CC(C)(C)S(=O)c1cccs1 (stereo unspecified),0.9,-0.1,-2.9,1.5,-1.1,0.7,-2.5,-0.6,3.3,0.8,7.9
Cc1ccc(CNC(=O)Nc2ccc3c(c2)N(C)C(=O)CS3)cc1,-5.6,0.3,5.4,0.8,0.2,-1.4,0.3,-0.6,-4.4,-0.6,-3.4
